WRN inhibitor: blocks human WRN helicase; 360,000 tested, 0.46% active; AID 651768; WRN helicase unwinding, fluorescent forked duplex, kinetic; Potency, µM (top dose mostly 114 µM), for inactives: top-dose activity change, negative = inhibition, actives largely listed as inhibitors; also: potency is read from the fitted curve at half-maximal effect; % is scaled to controls: 0 for no effect and ±100 for the full control effect; nearly all actives have a fitted effect of over 55% in size
Target sequence (Q14191 whole entry, looked up): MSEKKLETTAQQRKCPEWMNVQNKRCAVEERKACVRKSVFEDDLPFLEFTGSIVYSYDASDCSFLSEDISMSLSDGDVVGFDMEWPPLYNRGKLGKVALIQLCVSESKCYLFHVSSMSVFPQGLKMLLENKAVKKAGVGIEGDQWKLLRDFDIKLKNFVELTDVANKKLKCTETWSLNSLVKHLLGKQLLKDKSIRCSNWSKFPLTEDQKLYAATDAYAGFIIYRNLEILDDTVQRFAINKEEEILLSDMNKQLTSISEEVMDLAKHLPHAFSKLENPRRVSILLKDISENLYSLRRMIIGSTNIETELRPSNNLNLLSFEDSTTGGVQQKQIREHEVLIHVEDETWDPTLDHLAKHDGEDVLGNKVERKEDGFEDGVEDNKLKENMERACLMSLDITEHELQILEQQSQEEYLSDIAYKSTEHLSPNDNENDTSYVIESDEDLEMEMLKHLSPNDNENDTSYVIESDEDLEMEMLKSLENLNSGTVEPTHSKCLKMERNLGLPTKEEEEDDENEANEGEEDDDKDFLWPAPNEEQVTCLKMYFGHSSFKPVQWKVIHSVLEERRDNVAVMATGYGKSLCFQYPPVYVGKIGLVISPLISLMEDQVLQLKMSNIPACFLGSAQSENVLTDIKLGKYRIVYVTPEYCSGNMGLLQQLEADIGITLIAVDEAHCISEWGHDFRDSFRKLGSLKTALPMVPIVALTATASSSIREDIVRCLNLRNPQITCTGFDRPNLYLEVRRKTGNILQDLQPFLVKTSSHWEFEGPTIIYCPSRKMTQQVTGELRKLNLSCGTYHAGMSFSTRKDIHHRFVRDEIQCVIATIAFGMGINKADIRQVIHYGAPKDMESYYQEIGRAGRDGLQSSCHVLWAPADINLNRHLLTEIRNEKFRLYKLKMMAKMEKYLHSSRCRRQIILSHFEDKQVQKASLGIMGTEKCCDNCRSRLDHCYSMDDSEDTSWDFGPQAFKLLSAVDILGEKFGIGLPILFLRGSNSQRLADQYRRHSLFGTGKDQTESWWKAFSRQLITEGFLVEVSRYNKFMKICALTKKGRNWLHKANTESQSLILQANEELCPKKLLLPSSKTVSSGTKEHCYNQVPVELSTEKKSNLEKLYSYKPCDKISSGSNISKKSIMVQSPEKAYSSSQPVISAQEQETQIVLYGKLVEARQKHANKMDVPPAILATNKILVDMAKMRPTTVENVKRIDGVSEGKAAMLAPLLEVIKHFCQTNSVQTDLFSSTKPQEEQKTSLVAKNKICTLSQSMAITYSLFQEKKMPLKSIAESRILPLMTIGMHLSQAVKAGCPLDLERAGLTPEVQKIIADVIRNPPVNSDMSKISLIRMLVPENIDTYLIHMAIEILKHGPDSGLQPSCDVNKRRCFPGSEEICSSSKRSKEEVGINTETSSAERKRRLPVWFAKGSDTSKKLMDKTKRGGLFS
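WRN at 20 nM final was preincubated with compound for 15 min at room temperature; reaction started with 100 nM forked duplex oligonucleotide carrying fluorophore and quencher plus 2 mM ATP (final). Unwinding followed kinetically by red fluorescence (ex 525/em 598 nm).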
PI5P4K alpha inh: blocks human PI5P4K alpha kinase activity; P48426; PI5P4Kalpha enzyme, ADP-Glo luminescence, 60 min; active compounds read low; max response, %; 330,000 tested, 1.2% active; AID 652105; active = max response of -50% or lower; inconclusive = between -30% and -50%; inactive = -30% or higher; also: value at the top dose of about 77 µM; % is scaled to controls: 0 for no effect and ±100 for the full control effect
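qHTS, 1536-well: enzyme/substrate mix, compound by pin tool, 5 microM ATP final; RT 60 min; ADP-Glo reagents 1 (45 min) then 2 (30 min); luminescence.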
EPAC1 ag: agonists of human EPAC1. EPAC1 agonist qHTS, biochemical assay; response scale: 100% = response to 6.5 mM cAMP. O95398. 360,000 tested, 0.073% active. Potency, µM (titrated, usually from 154 µM), for the others: at the top dose activation, usual class: activators; also: potency is read from the fitted curve at half-maximal effect; nearly all actives have a fitted effect of over 60% in size
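Nucleotide exchange assay: 100 nM EPAC1 with 250 nM Rap1B loaded with BODIPY-GDP and 50 uM GDP, room temperature. Fluorescence (480/540 nm) read every 5 min for 30 min; signal change normalized to 6.5 mM cAMP as full agonist.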
CCT modulator: modulators of cytosolic chaperonin (CCT/TRiC) activity; purified chaperonin ATPase assay, HTRF ADP detection, 30 min; activity change, % (test concentration not listed), hits read low; 360,000 tested, 0.3% active; AID 651819; in the data active = activity change below about -30%; also: % is scaled to controls: 0 for no effect and ±100 for the full control effect
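TRiC (40 or 20 nM final, by batch activity) in 30 mM Tris pH 7.4, 100 mM KCl, 5 mM MgCl2, 1 mM DTT was treated with compound at 76 uM single dose, then 10 uM ATP, 30 min at 37 °C. ADP was read by HTRF Transcreener.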
PLK1 PBD block: blocks phosphopeptide binding to human PLK1 polo-box domain | P53350 | Plk1 PBD binding of FITC phosphopeptide, fluorescence polarization | Potency, µM, inactives show max response, negative = inhibition, actives largely listed as inhibitors | 360,000 tested, 2.8% active | AID 720504; also: potency is read from the fitted curve at half-maximal effect; series mostly up to about 57 µM; % is scaled to controls: 0 for no effect and ±100 for the full control effect; nearly all actives have a fitted effect of over 65% in size
Mm-Cpn inhibitor: inhibitors of Methanococcus maripaludis chaperonin (MmCpn) | purified Mm-Cpn ATPase, ADP Transcreener TR-FRET | Potency, µM (series often up to 76.9 µM), for the others: at the highest dose activity, negative = inhibition, actives largely listed as inhibitors | 330,000 tested, 0.031% active; also: potency is read from the fitted curve at half-maximal effect; % is scaled to controls: 0 for no effect and ±100 for the full control effect; nearly all actives have a fitted effect of over 80% in size
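TR-FRET (320 nm excitation; 590 and 665 nm emission) reports ADP made from 10 uM ATP by 25 nM enzyme; compounds were preincubated 10 min, reaction run 30 min, both at 37°C.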
EPAC1 antagonist: EPAC1 (human) antagonism; O95398; EPAC1 GEF assay, Rap1b-BODIPY-GDP exchange fluorescence; Potency, µM (top dose mostly 115 µM), inactives show at the highest dose activity change, negative = inhibition, actives largely listed as inhibitors; 360,000 tested, 0.14% active; AID 720709;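 also: potency is read from the fitted curve at half-maximal effect; plate controls were vehicle for no effect and positive control for full effect; nearly all actives have a fitted effect of over 50% in size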
EPAC2 antagonist: blocks human EPAC2 exchange factor. Q8WZA2. EPAC2 GEF exchange of Rap1B-BODIPY-GDP, fluorescence. Potency, µM (series often up to 114 µM), for inactives: at the highest dose activity, negative = inhibition, most hits filed as inhibitors. 360,000 tested, 0.18% active. AID 720708; also: potency is read from the fitted curve at half-maximal effect; % is scaled to controls: 0 for no effect and ±100 for the full control effect; nearly all actives have a fitted effect of over 45% in size; many of its hits are not listed in these tables
An asterisk follows results filed as active; ? = inconclusive; . = not tested or not shown; [ ] = another dose, or the depositor's remark. Unless noted, calls follow the shape of the dose curve; as a rule, active = well fitted curve in the direction sought with a large enough effect; inconclusive = small, poorly fitted or top-dose-only effect, or another doubt; inactive = no such curve, though single readings can be large; an effect the other way counts as inactive or inconclusive. This is a subset (hit frequency here may not be typical).

SMILES,WRN inhibitor,PI5P4K alpha inh,EPAC1 ag,CCT modulator,PLK1 PBD block,Mm-Cpn inhibitor,EPAC1 antagonist,EPAC2 antagonist
COc1cccc(CNC(=O)CCNC(=O)C2CCN(S(=O)(=O)c3ccc(F)cc3)CC2)c1,-2.7%,3.8,2.1%,-0.7,-1.4%,4.5%,-22.6%,1.9%
COCCNC(=S)N1CCC(NC(=O)C23CC4CC(CC(C4)C2)C3)CC1,4.2%,-9.1,-5.7%,-5.7,10.2%,-0.7%,1.0%,-3.7%
CC(=O)c1c(C)[nH]c(C(=O)OCC(=O)NCc2ccc3c(c2)OCO3)c1C,9.3%,2.4,4.4%,0.8,0.6%,1.0%,9.9%,5.0%
CCc1nnc2n1N=C(c1ccc(OC)cc1)CS2,-7.2%,.,12.1%,-0.6,-7.5%,0.9%,9.1%,-0.1%
COc1ccc(OCCOc2ccc(/C=C3\C(=N)N4N=C(C)SC4=NC3=O)cc2)cc1,9.3%,-8.0,-10.2%,1.5,?,-0.7%,-2.8%,4.7%
Nc1nnc(SCC(=O)NCCOc2ccccc2)s1,-2.4%,2.6,-6.5%,0.3,-2.6%,2.2%,4.2%,7.3%
COc1cc(/C=C(\C#N)C(=O)NCC2CCCO2)ccc1OC(C)C (stereo not drawn),-27.6%,2.2,-0.8%,-0.1,-8.8%,0.3%,11.7%,10.3%
N#C/C(=C\c1cc2c(cc1Br)OCO2)c1ccc(C(=O)O)cc1,1.1%,?,-4.1%,3.0,-11.9%,-1.0%,-13.6%,-18.7%
COc1ccc(C(c2nnnn2Cc2ccccc2)N2CCN(c3ccccc3)CC2)cc1 (stereo not drawn),-1.9%,6.7,21.5%,-2.3,-6.1%,-1.9%,-6.6%,-8.8%
O=NN(CCc1ccncc1)c1ccc(OCc2ccccc2)cc1,-6.9%,6.5,-1.3%,0.0,-7.6%,0.7%,-21.2%,-11.4%
Cc1ccc(C)c(NC(=O)CSc2cccc3cccnc23)c1,-25.5%,1.5,-2.2%,-1.8,-12.7%,-7.8%,-13.8%,6.5%
COc1ccccc1-c1cnc(C(O)c2c(C)cccc2C)[nH]1 (stereo not drawn),-6.9%[57.1 µM],-1.7,-1.9%,0.8,-5.1%,.,-13.4%,-3.8%
O=C1CC(c2ccc(F)cc2)SC(N(c2ccccc2)c2ccccc2)=N1 (stereo not drawn),-12.6%,-7.4,8.5%,-0.5,-2.5%,0.4%,-13.9%,-11.7%
CC(C)CCN1CCN(Cc2cccc(-n3cccn3)c2)CC1CCO (stereo not drawn),-9.5%,1.7,-8.3%,-0.4,-3.0%,-1.7%,-4.9%,-7.5%
O=C(NCc1ccccn1)c1ccc(COc2ccc(Cl)cc2)o1,-8.2%,.,10.7%,-7.1,-17.8%,-0.7%,-8.2%,-5.0%
CC(C)CC1NC(=O)N(CC(=O)Nc2cc([N+](=O)[O-])ccc2F)C1=O (stereo not drawn),-1.4%,4.4,0.1%,-0.7,0.7%,2.1%,-21.7%,-5.2%
CCCCn1c(NCc2cccs2)nc2ccccc21,8.9%,-10.3,-4.9%,0.4,0.8%,0.5%,15.1%,10.7%
COC(=O)c1cc(Br)c(=O)n(Cc2ccncc2)c1,8.1%,-2.3,3.7%,-1.2,0.2%,-1.5%,-2.7%,4.4%
CCn1c(C(=O)N2CCC(Cc3ccccc3)CC2)cc2sccc21,-7.3%,.,10.9%,1.8,3.8%,-5.4%,-19.1%,-5.6%
Cc1nc(Cl)c(C(=O)Nc2cccc(F)c2)c(C)c1Cl,0.2%,1.8,5.6%,0.3,-0.1%,0.7%,-11.0%,-16.8%

Following part
SMILES,WRN inhibitor,PI5P4K alpha inh,EPAC1 ag,CCT modulator,PLK1 PBD block,Mm-Cpn inhibitor,EPAC1 antagonist,EPAC2 antagonist
COc1ccc(/C=C2\Oc3cc(OCC(=O)N4CCC[C@H]4CO)ccc3C2=O)c(OC)c1,-20.9%,3.5,8.8%,0.3,9.2%,-6.1%,-19.6%,-16.4%
CN(C)CCOc1ccc2c(c1)C(=O)C(=Cc1ncc([N+](=O)[O-])n1C)C2,-11.5%,-2.2,13.0%,-2.3,-19.2%,.,-1.8%,16.8%
CCc1ccc(NC(=S)N(CCCN2CCOCC2)Cc2ccccn2)cc1,3.0%,9.8,7.1%,1.4,0.6%,2.3%,-15.9%,-3.5%
O=C(Nc1ccnn1C1CCN(Cc2ccc(CO)o2)CC1)c1ccccc1Cl,0.5%,2.3,-2.8%,-2.8,2.0%,-0.2%,12.8%,-4.4%
Oc1ccc2c(c1)c1ccccc1c1ncccc21,-21.8%,15.2,-1.0%,1.2,2.7%,.,-3.5%,-6.3%
O=C1CSC(c2cn(-c3ccccc3)nc2-c2ccccc2)N1Cc1ccco1 (stereo not drawn),-20.0%,8.1,10.5%,4.7,-11.5%,-14.4%,12.1%,0.0%[57.1 µM]
Cc1noc(C)c1S(=O)(=O)N(C)C[C@H]1Oc2c(NC(=O)Nc3ccc(C(F)(F)F)cc3)cccc2C(=O)N([C@H](C)CO)C[C@@H]1C,-9.0%,14.3,-27.9%,-0.5,-3.9%,-1.0%,-7.8%,-7.5%
O=C(N/N=C\c1ccc(Br)o1)C1COc2ccccc2O1 (stereo not drawn),-14.9%[11.6 µM],?,-6.2%,0.0,16.8µM*,-2.3%,1.1%,4.2%
CCNc1[nH]c(=O)n(C)c(=O)c1N=O,2.2%,-20.3,-0.3%,0.1,-17.7%,-2.2%,-1.0%,-3.3%
CN(C)Cc1ccc(F)cc1Sc1cc(Cl)ccc1Cl,?,10.2,-3.2%,-1.3,-10.8%,-0.6%,-12.4%,-3.3%
CCCc1cc2c(=O)c(-c3ccccn3)coc2cc1OC,-2.5%[57.1 µM],.,-2.8%,-0.9,-0.9%,1.5%,-2.8%,-1.6%
O=C(OCc1nc2ccccc2s1)c1ccc(Br)o1,-13.4%,-6.8,10.9%,-0.4,-5.3%,-1.2%,2.4%,-19.0%
CC(Sc1ccc(S(=O)(=O)N2CCCC2)cn1)C(N)=O (stereo not drawn),1.7%,-1.8,-7.9%,0.7,0.4%,-0.8%,7.0%,-0.9%
Cc1nc2nc(C)c(CCC(=O)NC3CCCCC3)c(C)n2n1,2.0%,9.3,7.5%,-7.0,0.9%,1.3%,-21.2%,13.1%
CCCn1c2ccccc2c2cnn(CC(=O)NCCCN3CCCCC3CC)c(=O)c21 (stereo not drawn),5.5%,-5.6,-1.1%,-1.0,-15.6%,0.0%,13.9%,1.9%
Cc1sc(N/N=C/c2cccnc2)nc1-c1ccc(Cl)cc1,8.2%,-8.7,7.1%,-0.4,-12.6%,?,9.9%,8.8%
CCN(CC(=O)Nc1ccc2c(c1)OCCO2)C(=O)/C=C/c1ccc(OC)c(OC)c1,10.0%,3.9,-2.2%,0.2,-1.8%,-5.5%,5.0%,4.9%
Cc1cc(C)nc(N/N=C/c2ccccc2OCc2ccc(Cl)cc2)n1,-5.2%,7.5,-32.0%[inhibitor],1.6,1.9%,-0.4%,-5.9%,4.9%
CCC(CC)C(=O)c1c[nH]c(C(=O)NN)c1,0.4%,-4.3,4.5%,-2.1,-6.5%,-3.2%,-3.8%,2.6%
COc1ccccc1NC(=O)C(CC(=O)O)Cc1cc(C)cc(C)c1 (stereo not drawn),5.8%,11.0,4.7%,-0.8,-4.8%,.,8.3%,8.6%

(next part)
SMILES,WRN inhibitor,PI5P4K alpha inh,EPAC1 ag,CCT modulator,PLK1 PBD block,Mm-Cpn inhibitor,EPAC1 antagonist,EPAC2 antagonist
COc1ccc(-c2cc(C(F)F)n3ncc(C(=O)N4CCN(C)CC4)c3n2)cc1,-1.6%,0.9,6.4%,-3.6,-7.7%,-4.7%,0.0%,-4.5%
NC(=O)CSc1nnc(COc2cccc3ccccc23)o1,1.8%,-1.4,-6.4%,-3.0,1.7%,0.4%,0.0%,-6.6%
O=C(CSc1n[nH]c(-c2ccncc2)n1)Nc1ccccc1Cl,3.4%,-1.8,7.5%,-0.8,-11.8%,2.5%,-9.3%,1.5%
COc1ccc(/C=C2\OC(=O)c3c(OC)cccc32)cc1OC,-0.8%,-1.1,-9.5%,2.0,-2.7%,-3.2%,9.6%,5.1%
CC1=CCC2C(=O)N(c3ccc(C(=O)N4CCCCCC4)cc3)C(=O)C2C1 (stereo not drawn),1.6%,0.1,8.7%,0.9,16.8µM*,3.3%,8.2%,4.3%
Cc1oc2c(CN3CCCC3)c(O)ccc2c(=O)c1-c1ccc(Cl)cc1,-15.6%,-4.3,9.4%,-3.6,-1.0%,-3.1%,5.5%,-8.7%
C=C1C(=O)OC2C=C(CO)CCC=C(CO)CC(OC(=O)C(C)C)C12 (stereo not drawn),?,-3.1,5.2%,-0.6,-24.3%,.,3.5%,0.8%
CCC(C)[C@H](NC(=O)OC(C)(C)C)C(=O)N/N=C/c1ccc2cc(OC)ccc2n1 (stereo partly drawn),-20.1%,-4.2,-8.9%,0.2,4.7%,1.4%,-3.4%,-10.8%
Nc1ccc2c(c1)[nH]c(=O)c1cc(N)ccc12,-20.1%,-27.8,4.6%,-0.2,?,.,-2.5%,-2.3%
C[C@H]1CN([C@@H](C)CO)C(=O)CCCn2cc(nn2)CO[C@@H]1CN(C)C(=O)Nc1ccccc1,-7.3%,-2.9,-1.7%,0.9,-14.0%,.,-1.8%,3.6%
CCOCCCNC(=O)C(C)NS(=O)(=O)c1ccc(C)cc1 (stereo not drawn),-18.0%,-0.6,-1.5%,2.3,-7.6%,1.1%,-1.6%,-0.8%
Cc1cc2cc(CNC(=O)CCC(=O)O)ccc2[nH]1,6.3%,0.1,2.3%,-0.1,-5.4%,1.6%,0.0%,4.7%
CCOC(=O)c1ccc(NC(=O)C23CCC(C)(C(=O)O2)C3(C)C)cc1 (stereo not drawn),0.1%,.,4.6%,-38.2*,-6.3%,-0.3%,-0.2%,0.9%
O=C(O)COc1ccccc1/C=N/NC(=O)COc1ccc(-c2ccccc2)cc1,?,-1.7,-4.2%,1.1,-15.6%,0.3%,?,8.4%
Cc1sc2nc(CN3CCOCC3)nc(Cl)c2c1C,-5.3%,2.2,-11.1%,1.9,-1.3%,-0.2%,-10.4%,16.4%
CC1CCN(Cc2nc3c(c(=O)n(C)c(=O)n3C)n2CCCc2ccccc2)CC1,2.4%,-6.9,13.3%,-1.5,-11.8%,0.1%,5.0%,7.0%

Screening results from PubChem.
